BRCA1 expr up: increases BRCA1 expression. MCF7-BRCA1-FFLuc reporter, luminescence, 48 h; response scale: scaled: vehicle 0%, 10 µM genistein 100%. Potency, µM (doses to about 46.1 µM), for inactives: at the top dose activation, actives largely listed as activators. 380,000 compounds, 1.1% hits; active means well fitted activation curve with a large enough effect; inconclusive means small, poorly fitted or top-dose-only effect; inactive means no such curve, though single readings can be large or run the other way; further: nearly all actives have a fitted effect of over 80% in size; some results filed as inactive show a strong effect at the top dose
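Using MCF7 cells harboring a BRCA1 firefly luciferase reporter, plated 2 h before compound pinning, the screen measured luminescence after 48 h incubation. Responses were normalized to DMSO and 10 microM genistein, then fitted for concentration-effect.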
Starred values were filed as active, the others as inactive; ? = inconclusive. Potency means the concentration at half of the fitted maximal effect.

SMILES | BRCA1 expr up
C[C@H]1COc2cc(N3CCN(Cc4ccccc4F)CC3)ccc2S(=O)(=O)N1 | 11.1%
O=C(Nc1ccc2c(c1)OCO2)c1ccc2nc([C@@H]3O[C@H](CO)[C@H](O)[C@H](O)[C@H]3O)[nH]c2c1 | 0.0%
Cc1ccc2c(c1)C(=O)OC(C(=O)Nc1ncc(Cc3ccc(C(C)C)cc3)s1)C2 (configuration not stated) | 0.5%
CN(C)c1ccc(/C=C/c2ccnc3ccc(N)cc23)cc1 | -37.7%
Cc1ccc(Cl)cc1-n1nnc(-c2nsc(NC(=O)c3ccccc3Cl)n2)c1C | 0.0%
Cc1ccc(-c2nc3sc(CCNC(=O)c4ccc(Br)o4)c(C)n3n2)cc1 | 31.9%
OC(c1ccc(Cl)c(F)c1)c1ncc(-c2ccc(Cl)cc2)[nH]1 (configuration not stated) | -21.3%
c1ccc2c(CCc3c[nH]c4ccccc34)ccnc2c1 | -23.4%
COc1cccc(-c2cnc3c(NC=O)cc(-c4ccccc4Oc4ccccc4)cn23)c1 | -55.6%
Cc1cccc(-c2cnc3cccnn23)c1 | ?
CC1=C(C(=O)OC2CCCC2)C(c2ccccc2C(F)(F)F)CC(=O)N1 (configuration not stated) | -21.3%
COc1ccc(Cc2c(C(C)(C)C)nc3ccc(Cl)cn23)c(C)c1 | 14.9%
O=C1NC[C@H](CC2CCCCC2)N(CCc2cccc3ccccc23)C1=O | -6.8%
CCOc1ccc(S(=O)(=O)N2CCN(c3nc(-c4ccccc4)nc4ccccc34)CC2)cc1OCC | 0.0%
CS(=O)(=O)c1cccc(-c2ccc3nncn3c2)c1 | 9.4%
CCCCN(C)c1c(C)nc2ccc(C(=O)N(CC)CCN(C)C)cn12 | 9.8%
CCCS(=O)(=O)NC(=O)C1(C)CCN(C(=O)c2ccc(SC(F)(F)F)cc2)C1 (configuration not stated) | -8.1%
COc1ccc(-c2cnc(C)o2)cc1S(=O)(=O)Nc1cccc(C(F)(F)F)c1 | -24.9%
CS(=O)(=O)Nc1cccc(NC(=O)c2cccc3c(-c4ccc(F)c(F)c4)coc23)c1 | -35.2%
c1ccc(-c2nc(-c3cnc4ccccc4n3)cs2)cc1 | 14.1%
O=C1NC[C@@H](Cc2ccc(O)cc2)N(CCCCC2CCCCC2)C1=O | 4.4%
O=C(Nc1cccc(Cl)c1)c1ccc2sc([C@@H]3O[C@H](CO)[C@H](O)[C@H](O)[C@H]3O)nc2c1 | ?
CCCCCCn1cc(CN2CC(N3CCSCC3)CS2(=O)=O)nn1 (configuration not stated) | -2.1%
CCN(c1ccccc1)S(=O)(=O)c1cc(Br)cc2c1N(C(=O)C1CC1)CC2 | 16.4%
Cc1ccc(-n2c(SCC(=O)c3ccccc3)nc3c([nH]c4ccccc43)c2=O)cc1 | 3.8%

Of the compounds above, these contain two or more sulfur atoms:
SMILES | BRCA1 expr up
CCCS(=O)(=O)NC(=O)C1(C)CCN(C(=O)c2ccc(SC(F)(F)F)cc2)C1 (configuration not stated) | -8.1%
CCCCCCn1cc(CN2CC(N3CCSCC3)CS2(=O)=O)nn1 (configuration not stated) | -2.1%

Following part
SMILES | BRCA1 expr up
Clc1cccc(Cc2c(-c3ccco3)nc3ccc(Cl)cn23)c1 | -17.0%
CCCCCCCCN1C(=O)[C@H](CC(=O)NCC2CCCCC2)C[C@@]2(C(=O)OCC)CCCC=C12 | -7.7%
COc1cc(NC(=O)Cn2cc(S(=O)(=O)N3CCC(C)CC3)c3ccccc3c2=O)cc(OC)c1OC | -44.6%
Cc1cc2nc(-c3ccccc3)c(CC3CCCCC3)n2c(C)c1Br | -32.6%
CCC(CC)c1nn2c(=O)cc(COc3ccc(NC(=O)c4ccccc4C)cc3)nc2s1 | -16.3%
Cn1nc(C2CC2)cc1NC(=O)C1(C)CCN1C(=O)Cc1ccc(-c2ccccc2)cc1 (configuration not stated) | -54.2%
Cc1cccc(C)c1-n1nnnc1C(c1ccnc2ccccc12)N1CCCN(C(=O)OC(C)(C)C)CC1 (configuration not stated) | 0.0%
O=C(c1ccc2c(Cl)c3c(nc2c1)CCCC3)N1CCN(c2ccc(Cl)cc2)CC1 | 1.5%
COc1cc2nc(Cl)nc(NC(C)C)c2cc1OC | -9.3%
CCn1c(=O)c2cc(C(=O)NCCCN(C)Cc3ccccc3)sc2c2ccccc21 | -48.3%
CC(C)CNc1ncnc2c1ncn2[C@H]1CN(Cc2ccc(F)cc2)C[C@@H](CO)O1 | -1.2%
COC(=O)[C@]12CCCCC=C1N(Cc1cccc3ccccc13)C(=O)[C@H](CC(=O)NCCCCc1ccccc1)C2 | -61.4%
COc1ccccc1/C=C/c1ccnc2ccccc12 | 0.0%
CC1=C(C(=O)OCC2CCCCC2)C(c2ccc(Cl)cc2Cl)CC(=O)N1 (configuration not stated) | 11.2%
COc1cc(C2CC(=O)N(CC(=O)Nc3ccccc3F)c3ccccc3S2)cc(OC)c1OC (configuration not stated) | -17.6%
CC1CC(=O)N(CC(=O)Nc2ccc(OC(F)(F)F)cc2)c2ccccc2S1 (configuration not stated) | 0.5%
COc1ccc(C(=O)C[n+]2cccc3cc(Cl)ccc32)cc1 | -44.7%
CN[C@H]1C[C@H]2c3cc(Oc4ccccc4C)ccc3CCN2C(=O)[C@H]1[C@H](C)O | 8.1%
CCC(C)NC(=O)c1ccccc1NC(=O)CN1C(=O)c2cccc3cccc1c23 (configuration not stated) | -4.3%
COc1cccc(NCc2nnc3n2CCCCC3)c1 | 9.0%
CCc1cccc(NC(=O)c2c(C)oc3ncnc(N4CCCCC4)c23)c1 | -24.1%
CCC(c1nnnn1C(C)(C)C)N1CCN(C/C=C/c2ccccc2)CC1 (configuration not stated) | 3.7%
COc1ccc2c(c1)c(N1CCCC1=O)c(C(=O)Nc1ccccc1C(F)(F)F)n2C | -15.9%
Cc1ccc(S(=O)(=O)N2CCC(=O)N([C@H](COCc3ccccc3)C(C)C)CC2)cc1 | 12.2%
COC(=O)[C@@]1(Sc2ccc(C)cc2)CC(=O)N[C@@H]1c1ccc(Br)cc1 | 11.4%
SMILES | BRCA1 expr up
O=C1NC[C@@H](CCCCN2CCN(CC3CCCCC3)C(=O)C2=O)N(CC2CCCCC2)C1=O | 21.6%
COc1ccc(C)cc1NC(=O)NCCn1nnc2cc(S(=O)(=O)N(C)C)ccc21 | -17.6%
Cc1ccc(CCNc2ncnc3onc(-c4ccc(Cl)cc4)c23)cc1 | 0.0%
COc1ccc(CNC(=O)c2cccc3c(-c4cccc(C(N)=O)c4)coc23)cc1OC | -44.7%
CCCCN(CCCC)C(=O)C1CCN(S(=O)(=O)c2cccc3nsnc23)CC1 | -13.4%
Cc1cc(OCCCN2CCC(C(O)(c3ccccc3)c3ccccc3)CC2)ccc1Br | -7.7%
CCCNC(=O)C1CCN(c2cc(C)nc3c(-c4ccc(OC)c(OC)c4)c(C)nn23)CC1 | -1.8%
CN(C)c1ccc(CNC(=O)C2(C)Cc3c(-c4cccc(C(F)(F)F)c4)ccnc3O2)cc1 (configuration not stated) | -59.1%
Cc1cn([C@H]2C[C@H](O)[C@@H](/C=C/C(=O)NCc3ccccc3)O2)c(=O)[nH]c1=O | -0.4%
COCCCNC(=O)Cn1c(=O)n(-c2ccc(Cl)cc2)c(=O)c2c3c(sc21)CCCCC3 | 14.3%
Cc1nn2c(=O)cc(CN(C)c3ccccc3)nc2s1 | 14.5%
CCOc1ccc(CCNC(=O)c2cc3c(=O)n(C)c4ccccc4c3n2C)cc1OCC | 8.5%
COC(=O)[C@]12CCCCC=C1N(Cc1ccccc1)C(=O)[C@H](CC(=O)NCCCN1CCCC1=O)C2 | 9.7%
CCCNC(=O)c1cc(C2CCCCN2C(=O)c2ccc(C#N)cc2)on1 (configuration not stated) | 11.7%
Cc1ccc(C(=O)N(Cc2ccco2)c2ccccn2)cc1 | 45.6%
Cc1cn([C@H]2C[C@H](O)[C@@H](CCC(=O)NCCc3ccc4ccccc4c3)O2)c(=O)[nH]c1=O | 8.9%
CC1(C(=O)NCc2cccc3ccccc23)CCN1Cc1cccc2c1OCO2 (configuration not stated) | -22.1%
S=C(NCCCc1cnc[nH]1)NCCCN(CCc1ccc(Cl)cc1)c1ccc(Br)cn1 | -65.7%
Cc1cc(F)cc(-c2cc(C(=O)NCc3ccc(C(F)(F)F)cc3)[nH]n2)c1 | -1.7%
COc1ccc(OC)c2sc(N(CCCN(C)C)C(=O)c3ccco3)nc12 | -23.5%
CC(C)C[C@H]1CNC(=O)C(=O)N1CC1CCN(CC2CCC(C)CC2)CC1 (some centres not stated) | 18.9%
COc1ccccc1Nc1nn2c(=O)c3ccc(C(=O)NCCCOC(C)C)cc3nc2s1 | -1.2%
COc1ccc(NC(=O)CCSc2nc(-c3ccc(OC)cc3)cc(C(F)(F)F)n2)cc1 | 10.6%
CCOC(=O)c1ccc(NC(=O)CCc2c(C)nc3nc[nH]n3c2=O)cc1 | -10.4%
COc1ccc(OC)c(NC(=O)c2ccc3c(SCC(=O)O)c4c(nc3c2)CCCC4)c1 | 8.5%
SMILES | BRCA1 expr up
C[C@H](c1ccccc1)N1C[C@@H](COCc2ccccc2)Oc2cc(N3CC[C@@H](N(C)C)C3)ccc2S1(=O)=O | -47.6%
COc1cc(CCN(C(C)=O)C2C(=O)Nc3ccccc3N=C2c2ccc3c(c2)OCO3)cc(OC)c1 (configuration not stated) | 0.0%
CCc1nc2ccc(C(=O)NCc3ccc(OC)cc3)cn2c1N(C)C(=O)Cc1ccccc1 | 0.0%
COc1ccc(-c2coc3c(C(=O)NCC4CC4)cccc23)c(C)c1 | -6.0%
COC(=O)[C@]1(Sc2ccc(C)cc2)CC(=O)N[C@@H]1c1ccccc1 | 0.9%
Cc1ccc(F)c(NC(=O)Nc2ccc3snnc3c2)c1 | 12.6%
Cc1ccc(Cl)cc1N1CCN(S(=O)(=O)c2ccc3c(c2)C(C(C)C)C(=O)N3)CC1 (configuration not stated) | -30.1%
C(=C\c1ccccc1)/CN1CCN(C(c2nnnn2C2CCCCC2)C2CC2)CC1 (configuration not stated) | -13.5%
Cc1ccc(S(=O)(=O)c2cn(CC(=O)Nc3ccc(C)c(Cl)c3)c3ccc(C)cc3c2=O)cc1 | 5.2%
CCc1cccc(-n2nnc(-c3nsc(NC(=O)c4cccc(OC)c4)n3)c2C)c1 | -21.3%
Cc1cc(NC(=O)c2ccc(-c3ccc(Br)cc3)o2)cc(-c2nc3ncccc3o2)c1O | 14.9%
COc1ccc(S(=O)(=O)NNS(=O)(=O)c2ccc(OC)c(OC)c2)cc1OC | 27.1%
COc1cc2nc(SCc3cccc(Cl)c3)n3nc(CCn4nc(C)cc4C)nc3c2cc1OC | 5.0%
Cc1ccc(NC(=O)CN2CCSc3ccc(S(=O)(=O)N4CCCC4)cc32)cc1C | -38.2%
Cc1ccc(-n2c(=O)c3c(c4cc(C)ccc4n3C)n(CC(=O)Nc3ccc(F)cc3)c2=O)cc1 | 0.0%
Cc1cncc(NCc2ccc3c(c2)OCO3)n1 | 90.8%
CCN(CC)CCNC(=O)c1c(C)oc2ncn(C)c(=O)c12 | 0.0%
O=C1NC[C@@H](CCCCN2C[C@H](Cc3ccc(O)cc3)N(CCc3ccccc3)C(=O)C2=O)N(CCC2CCCCC2)C1=O | 1.1%
Cc1ccc(N2CCN(C(=O)c3cc4cc5ccc(C)cc5nc4s3)CC2C)cc1 (configuration not stated) | 14.1%
CN1C(=O)Cc2cc(S(=O)(=O)CCC(=O)N3CCN(c4ccccc4F)CC3)ccc21 | 25.3%
COc1ccc(OC)c(S(=O)(=O)NC(=O)C2(C)CCN2C(=O)Cc2ccccc2)c1 (configuration not stated) | 1.5%
Cc1csc2nc(COC(=O)COc3ccccc3F)cc(=O)n12 | 4.6%
Cc1ccc(-c2nc(C)c(CCNC(=O)C(=O)Nc3ccc4c(c3)OCCO4)s2)cc1 | 13.7%
CC1(C(=O)NS(=O)(=O)c2cccs2)CCN1C(=O)c1ccccc1CCc1ccccc1 (configuration not stated) | -41.0%
O=C(Nc1cc(OC(=O)C(F)(F)F)c2nonc2c1OC(=O)C(F)(F)F)C(F)(F)F | -70.2%
SMILES | BRCA1 expr up
COc1ccc2c(CNCCc3ccc(SC)cc3)c(C(=O)O)n(Cc3ccc(F)cc3)c2c1 | -60.9%
O=C(Nc1cccc(F)c1)[C@@H](c1ccccc1)N1Cc2ccccc2C1=O | -15.6%
CCC(=O)N1CCc2cc(S(=O)(=O)CCC(=O)N3CCN(c4cccc(C)c4)C(C)C3)ccc21 (configuration not stated) | -30.7%
COC(=O)c1ccccc1NC(=O)c1cc2nc(-c3ccc(OC)cc3)cc(C(F)(F)F)n2n1 | 6.6%
Nc1c(Cl)cc(C=O)cc1Cl | 10.6%
Cc1cccc(NC(=O)CSc2nc(=O)n(Cc3ccco3)c3c2CCC3)c1C | 3.1%
CCC(C)NC(=O)Cn1c(=O)n(-c2ccc(Cl)cc2)c(=O)c2c3c(sc21)CCCC3 (configuration not stated) | -0.9%

A draw from above in order of molar mass, low to high.
SMILES | BRCA1 expr up
CC1CC(=O)N(CC(=O)Nc2ccc(OC(F)(F)F)cc2)c2ccccc2S1 (configuration not stated) | 0.5%
Cc1ccc(NC(=O)CN2CCSc3ccc(S(=O)(=O)N4CCCC4)cc32)cc1C | -38.2%
O=C1NC[C@@H](CCCCN2C[C@H](Cc3ccc(O)cc3)N(CCc3ccccc3)C(=O)C2=O)N(CCC2CCCCC2)C1=O | 1.1%

Some of the entries so far, as a markdown table.
| mol | BRCA1 expr up |
| --- | --- |
| O=C(Nc1cccc(F)c1)[C@@H](c1ccccc1)N1Cc2ccccc2C1=O | -15.6% |
| CCC(=O)N1CCc2cc(S(=O)(=O)CCC(=O)N3CCN(c4cccc(C)c4)C(C)C3)ccc21 (configuration not stated) | -30.7% |
| COC(=O)c1ccccc1NC(=O)c1cc2nc(-c3ccc(OC)cc3)cc(C(F)(F)F)n2n1 | 6.6% |
| Nc1c(Cl)cc(C=O)cc1Cl | 10.6% |
| Cc1cccc(NC(=O)CSc2nc(=O)n(Cc3ccco3)c3c2CCC3)c1C | 3.1% |

Only part of the results is shown, so the mix of outcomes need not match the whole.
